MEP2 TOR yeast: modulators of MEP2-GFP levels in yeast, primary screen, S. cerevisiae, multiplex flow cytometry, MLPCN library; GFP response vs DMSO, % at 10 µM; hit rate 0.51% among 330,000; AID 2016, 2009; S. cerevisiae MEP2-GFP strain, 3 h; 100% = DMSO control level;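 active means GFP response versus DMSO above a set limit, roughly screen mean plus 3 SD, cut at about 180% in these data; inconclusive means fewer than 70 cells counted for a yeast strain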;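 further: median GFP fluorescence of the barcode-gated MEP2-GFP cells per well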
RPL19A-GFP yeast: RPL19A-GFP expression modulators in yeast, primary screen, cell-based, S. cerevisiae, multiplex flow cytometry, MLPCN; S. cerevisiae RPL19A-GFP strain, 3 h; active compounds read low; percent response vs DMSO, % at 10 µM; hit rate 0.3% among 330,000; AID 2025, 2009;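 active means percent response vs DMSO below 50%; inconclusive means fewer than 70 events counted for the yeast strain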;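 further: median channel GFP fluorescence of the barcoded RPL19A-GFP strain; ratio of sample median GFP to plate DMSO average so 100% = DMSO; lower means less RPL19A-GFP as with rapamycin TOR inhibition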
CIT2 TOR yeast: modulators of CIT2-GFP expression in yeast, primary screen, S. cerevisiae, GFP fusion, multiplex flow cytometry, MLPCN library | S. cerevisiae CIT2-GFP strain, 3 h; 100 means same as DMSO wells | GFP response vs DMSO, % at 10 µM | hit rate 0.065% among 320,000;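 active means GFP response relative to DMSO above a set limit, near the screen mean plus 3 SD, cut at about 150% in these data; inconclusive means Fewer than 70 cells measured for a yeast strain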;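 further: ratio of well median GFP fluorescence to mean of DMSO wells on the plate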
AGP1-GFP MLPCN: modulators of AGP1-GFP expression in yeast TOR pathway, primary screen, cell-based, multiplex flow cytometry, S. cerevisiae, MLPCN library; 3 h; GFP as percent of DMSO wells; GFP response vs DMSO, % at 10 µM; hit rate 0.02% among 320,000; AID 2066, 2009;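 active means GFP response relative to DMSO above a set limit, near screen average plus 3 SD, cut at about 150% in these data; inconclusive means fewer than 70 cells counted for the yeast strain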;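 further: median GFP channel fluorescence of the gated AGP1 strain per well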
procasp7 counter: procaspase-7 activators, primary screen, counter-screen for procaspase-3 activator project, biochemical, absorbance, HTS, human; activation, % at 8.5 µM; recombinant procaspase-7, Ac-DEVD-pNA absorbance 405 nm; D23A/D198A/D206A triple mutant, cannot self-cleave; scale: DMSO 0, 5 µM enzyme 100; hit rate 0.093% among 330,000; Caspase-7 (Homo sapiens), P55210;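 active means percent activation above the screen-wide mean plus 3 SD, cut at about 25% in these data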
Target sequence (P55210 whole entry D23A/D198A/D206A): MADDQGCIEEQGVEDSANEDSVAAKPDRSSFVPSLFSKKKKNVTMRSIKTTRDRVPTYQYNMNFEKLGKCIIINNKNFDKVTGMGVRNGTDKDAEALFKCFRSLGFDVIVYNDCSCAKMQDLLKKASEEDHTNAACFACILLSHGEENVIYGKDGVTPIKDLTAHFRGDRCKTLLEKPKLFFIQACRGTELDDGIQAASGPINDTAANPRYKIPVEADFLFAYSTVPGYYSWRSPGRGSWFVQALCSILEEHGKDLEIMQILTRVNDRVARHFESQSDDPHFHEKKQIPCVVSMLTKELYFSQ
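Material: Procaspase-7 triple mutant (PC-7 D3A) | Quantity: 2 µM procaspase-7 mutant as dispensed | Reagent: DEVD-pNA substrate | Times: 1 h preincubation, 2 h reaction | Technique: 405 nm absorbance of p-nitroaniline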
LAP4 TOR yeast: modulators of LAP4-GFP expression in yeast, primary screen, S. cerevisiae, multiplex flow cytometry, MLPCN library; 3 h; median GFP as percent of DMSO wells; GFP response vs DMSO, % at 10 µM; hit rate 0.34% among 320,000; AID 2023, 2009;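 active means GFP response vs DMSO above a set limit, about the screen mean plus 3 SD, cut at about 150% in these data; inconclusive means under 70 cell events counted for the yeast strain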
AHR activator: AHR activators, primary screen, cell-based, luminescence, luciferase reporter, human; activation, % at 5 µM; AHR-responsive luciferase reporter cells; Aryl hydrocarbon receptor (Homo sapiens), P35869; AID 2796, 2010; hit rate 2.5% among 320,000; in the data active means activation above about 47%;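 further: 0% = vehicle wells and 100% = reference agonist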
Target sequence (P35869 whole entry, looked up): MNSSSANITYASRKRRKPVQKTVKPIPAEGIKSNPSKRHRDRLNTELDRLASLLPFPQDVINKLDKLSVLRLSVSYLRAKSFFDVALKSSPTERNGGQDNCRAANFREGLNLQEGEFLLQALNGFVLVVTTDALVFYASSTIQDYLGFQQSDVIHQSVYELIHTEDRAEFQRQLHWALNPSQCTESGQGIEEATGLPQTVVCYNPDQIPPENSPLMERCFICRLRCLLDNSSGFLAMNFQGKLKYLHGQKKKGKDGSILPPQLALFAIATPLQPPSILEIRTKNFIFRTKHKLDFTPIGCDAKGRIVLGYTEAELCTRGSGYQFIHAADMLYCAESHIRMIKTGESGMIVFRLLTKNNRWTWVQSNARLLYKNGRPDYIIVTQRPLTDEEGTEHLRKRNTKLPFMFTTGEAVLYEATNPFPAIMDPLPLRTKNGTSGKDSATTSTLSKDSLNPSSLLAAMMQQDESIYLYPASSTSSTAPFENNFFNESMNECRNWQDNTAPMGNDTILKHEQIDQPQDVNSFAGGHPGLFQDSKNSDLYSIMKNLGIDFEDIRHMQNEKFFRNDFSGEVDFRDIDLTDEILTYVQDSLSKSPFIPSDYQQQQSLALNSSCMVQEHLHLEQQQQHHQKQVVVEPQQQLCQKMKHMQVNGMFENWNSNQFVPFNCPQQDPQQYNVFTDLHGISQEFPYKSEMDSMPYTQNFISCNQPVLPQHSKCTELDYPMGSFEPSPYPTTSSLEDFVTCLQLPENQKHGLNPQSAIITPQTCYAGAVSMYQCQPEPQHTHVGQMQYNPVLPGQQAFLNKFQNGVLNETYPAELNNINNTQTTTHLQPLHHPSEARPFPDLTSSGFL
procasp3 activ: activators of human procaspase-3 D3A mutant, primary screen, biochemical, absorbance, PC-3 D3A mutant, single concentration; Caspase-3 (Homo sapiens), P42574; recombinant procaspase-3 D3A, Ac-DEVD-pNA absorbance 405 nm; AID 463141, 2010; activation, % at 8.5 µM; hit rate 0.11% among 330,000;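 active means activation above the mean of all tested compounds plus 3 SD, cut at about 21% in these data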;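 further: 0% = DMSO alone and 100% = DMSO wells spiked with extra 5 µM PC-3 D3A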
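Evaluation: percent activation relative to control range; Material: Procaspase-3 D3A mutant, all three cleavage aspartates alanine; Compound: single dose, 8.5 µM nominal compound, 0.8% DMSO; Replication: one well per compound; Signal: absorbance at 405 nm, 0 and 120 min; Schedule: 1 h preincubation plus 2 h reaction at 25 °C.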
Active calls of the source: *; ? = inconclusive; · = no result given. Hits appear at their usual frequency; 3.5% or so of the library scored in one or more.

No. | SMILES | MEP2 TOR yeast | RPL19A-GFP yeast | CIT2 TOR yeast | AGP1-GFP MLPCN | procasp7 counter | LAP4 TOR yeast | AHR activator | procasp3 activ
1 | S=C(Nc1ccccc1)N1CCOCC1 | 105 | 102 | 100 | 101 | -9 | 94 | 0 | 4
2 | O=C(Nc1cccc(S(=O)(=O)N2CCCCC2)c1)C1COc2ccccc2O1 (configuration not stated) | 93 | 93 | 101 | 92 | 11 | 94 | 1 | 5
3 | O=C(NC1CCCC1)C(c1cccnc1)N(C(=O)c1csnn1)c1ccc(F)cc1 (configuration not stated) | 104 | 104 | 104 | 106 | 3 | 101 | 1 | 3
4 | COc1ccc(OC)c(S(=O)(=O)Nc2cc(C(=O)O)ccc2N2CC3CC(C2)c2cccc(=O)n2C3)c1 (configuration not stated) | 107 | 106 | 113 | 108 | 8 | 102 | 1 | 4
5 | Cc1ccc(OCC(=O)NCCCNC(=O)c2ccco2)cc1C | 118 | 96 | 100 | 100 | -2 | 90 | 9 | 0
6 | Cc1cccc(C)c1OCC(=O)NCc1nnc(SCC(=O)NC2CCCCC2)n1C | 106 | 98 | 92 | 100 | 10 | 99 | -2 | -5
7 | COc1ccc(CC(=O)N2CCNC2=O)cc1 | 97 | 105 | 98 | 104 | -2 | 94 | -1 | 1
8 | Cc1nn(CC(=O)Nc2ccc(Cl)cn2)c(C)c1[N+](=O)[O-] | 105 | 101 | 99 | 106 | 12 | 101 | 4 | -3

No. | SMILES | MEP2 TOR yeast | RPL19A-GFP yeast | CIT2 TOR yeast | AGP1-GFP MLPCN | procasp7 counter | LAP4 TOR yeast | AHR activator | procasp3 activ
9 | COc1ccc(N2CSC3=C(C#N)C(c4cccs4)CC(=O)N3C2)cc1 (configuration not stated) | 101 | 103 | 114 | 99 | -20 | 83 | 4 | -7
10 | Cc1ccc(SCc2cc(=O)[nH]c(Nc3nc(C)c4cccc(C)c4n3)n2)cc1 | 107 | 103 | 105 | 99 | 5 | 108 | 11 | 4
11 | COc1ccc(C(=O)Nc2cc3c4c(c2)CC(=O)N4CCC3)c(OC)c1 | 94 | 95 | 93 | 94 | 9 | 110 | 27 | 4
12 | CC12CCC(C(=O)NCc3ccccn3)(OC1=O)C2(C)C (configuration not stated) | 101 | 97 | 101 | 99 | 9 | 103 | 6 | 9
13 | CCOC(=O)N/N=C\c1ccccc1OC/C=C/c1ccccc1 | 112 | 118 | 85 | 87 | · | 86 | · | ·
14 | Cc1ccc(NC(=O)CSc2nc(=O)cc(N)n2CCc2ccccc2)cc1 | 103 | 103 | 102 | 105 | -12 | 100 | 19 | 0
15 | O=C(CS(=O)(=O)c1cccc(Cl)c1)Nc1ccccc1Cl | 103 | 97 | 91 | 102 | -1 | 102 | -1 | 1
16 | CS(=O)(=O)c1ccc2nc(NC(=O)CS(=O)(=O)Cc3ccccc3)sc2c1 | 106 | 99 | 100 | 102 | 5 | 100 | 7 | -3

No. | SMILES | MEP2 TOR yeast | RPL19A-GFP yeast | CIT2 TOR yeast | AGP1-GFP MLPCN | procasp7 counter | LAP4 TOR yeast | AHR activator | procasp3 activ
17 | Cc1ccc(SCCC(=O)N/N=C/c2ccccc2O)cc1 | 114 | 106 | 105 | 98 | -12 | 105 | 3 | -5
18 | CC(C)(C)c1ccc(S(=O)(=O)N2CCC(c3nc4ccc(Cl)cc4[nH]3)CC2)cc1 | ? | ? | ? | ? | 8 | ? | 2 | 1
19 | COC(=O)[C@]1(Cc2ccccc2)N[C@H](CN(C)C(=O)C2CCCCC2)[C@@H]2C(=O)N(Cc3ccccc3)C(=O)[C@@H]21 | 103 | 101 | 101 | 105 | 3 | 96 | 0 | 6
20 | C=CCn1c(O)c(C2=c3ccccc3=NC2=O)s/c1=N/c1nccs1 | 112 | 100 | 97 | 103 | 1 | 109 | 59* | 5
21 | CCOc1ccc(C(=O)N2CCN(c3cccc(C)c3C)CC2)cc1 | 102 | 96 | 102 | 106 | -10 | 94 | -1 | 0
22 | OCCCNC(=S)Nc1ccc2nc(-c3ccccn3)c(-c3ccccn3)nc2c1 | 102 | 98 | 96 | 99 | -5 | 102 | 3 | -4
23 | COc1ccccc1C(=O)NCCC(=O)N1CCCC(C(F)(F)F)C1 (configuration not stated) | 88 | 96 | 104 | 103 | -2 | 100 | 7 | 6
24 | CC(NS(=O)(=O)c1ccc(Cl)c(Cl)c1)C(=O)Nc1cccnc1 (configuration not stated) | 97 | 95 | 94 | 96 | 4 | 94 | 1 | 3

No. | SMILES | MEP2 TOR yeast | RPL19A-GFP yeast | CIT2 TOR yeast | AGP1-GFP MLPCN | procasp7 counter | LAP4 TOR yeast | AHR activator | procasp3 activ
25 | O=C(Cn1c(=O)c2c(ncn2Cc2ccccc2)n(Cc2ccccc2)c1=O)N1CCc2ccccc21 | 105 | 99 | 105 | · | 11 | 102 | 0 | 7
26 | O=C1c2ccccc2C(=O)N1Cc1nc(-c2ccncc2)no1 | 94 | 91 | 94 | 92 | 9 | 94 | 1 | 6
27 | CCN(CC(=O)Nc1ccc2c(c1)OCCO2)C(=O)/C=C/c1ccc(OC)cc1OC | 99 | 101 | 97 | 101 | -1 | 104 | 9 | 7
28 | Nc1nc(CCl)nc(Nc2cccc3ccccc23)n1 | 106 | 99 | 113 | 116 | -2 | 109 | 14 | -15
29 | CCOc1ccc(NC(=O)CN2CCN(CC(=O)Nc3cccc(F)c3)CC2)cc1 | 101 | 103 | 107 | 103 | 16 | 95 | 3 | 4
30 | Cc1ccc(S(C)(=O)=O)cc1C(=O)NC(C)C1CC2CCC1C2 (configuration not stated) | 97 | 94 | 95 | 98 | -2 | 100 | -1 | 6
31 | Cc1ccc(CNC(=O)C2CCC(=O)N(Cc3cccc(C(F)(F)F)c3)C2)o1 (configuration not stated) | 96 | 93 | 92 | 98 | 6 | 94 | 1 | -6
32 | O=C(Cn1cc(/C=N/NC(=O)c2ccccc2Br)c2ccccc21)Nc1ccc(F)cc1 | 102 | 109 | 105 | 103 | 3 | 96 | 1 | 3

No. | SMILES | MEP2 TOR yeast | RPL19A-GFP yeast | CIT2 TOR yeast | AGP1-GFP MLPCN | procasp7 counter | LAP4 TOR yeast | AHR activator | procasp3 activ
33 | Cc1ccc(-c2ccc3nnc(SCC(N)=O)n3n2)cc1 | 98 | 95 | 97 | 99 | 1 | 98 | 5 | -4
34 | CNc1nc(Sc2ccccc2)cc(C(F)(F)F)n1 | 116 | 104 | 103 | 112 | 7 | 101 | -4 | 0
35 | Cc1ccc(-n2c(C)cc(C(=O)NS(=O)(=O)c3ccc(C)cc3)c2C)cc1 | 106 | 106 | 98 | 101 | -3 | 80 | 9 | 6
36 | COc1ccc(Nc2nc(C)c(-c3ccccc3)s2)cc1 | 86 | 92 | 70 | 82 | -11 | 116 | -1 | -4
37 | CN(C)c1ccc(C2/C(=C(/O)c3ccc(Br)cc3)C(=O)C(=O)N2C)cc1 (configuration not stated) | 95 | 103 | 95 | 100 | -16 | 121 | 5 | 2
38 | CC(=O)c1cccc(NC(=O)N2CCC(c3ccc(C)cc3)C2)c1 (configuration not stated) | 97 | 98 | 103 | 98 | 8 | 110 | 4 | 0
39 | CN(CC(=O)NCC1CCCCC1)CC(=O)Nc1ccc(F)cc1 | 93 | 90 | 86 | 86 | -2 | 90 | 2 | -3
40 | CCOC(=O)c1ccc(N2CCOCC2)c(NC(=O)COCC(=O)O)c1 | 101 | 98 | 98 | 108 | 2 | 114 | 3 | -4

Exported with values under each structure: eleven of the compounds above
Sequence of screens: MEP2 TOR yeast, RPL19A-GFP yeast, CIT2 TOR yeast, AGP1-GFP MLPCN, procasp7 counter, LAP4 TOR yeast, AHR activator, procasp3 activ
30	Cc1ccc(S(C)(=O)=O)cc1C(=O)NC(C)C1CC2CCC1C2 (configuration not stated)
  97, 94, 95, 98, -2, 100, -1, 6
31	Cc1ccc(CNC(=O)C2CCC(=O)N(Cc3cccc(C(F)(F)F)c3)C2)o1 (configuration not stated)
  96, 93, 92, 98, 6, 94, 1, -6
32	O=C(Cn1cc(/C=N/NC(=O)c2ccccc2Br)c2ccccc21)Nc1ccc(F)cc1
  102, 109, 105, 103, 3, 96, 1, 3
33	Cc1ccc(-c2ccc3nnc(SCC(N)=O)n3n2)cc1
  98, 95, 97, 99, 1, 98, 5, -4
34	CNc1nc(Sc2ccccc2)cc(C(F)(F)F)n1
  116, 104, 103, 112, 7, 101, -4, 0
35	Cc1ccc(-n2c(C)cc(C(=O)NS(=O)(=O)c3ccc(C)cc3)c2C)cc1
  106, 106, 98, 101, -3, 80, 9, 6
36	COc1ccc(Nc2nc(C)c(-c3ccccc3)s2)cc1
  86, 92, 70, 82, -11, 116, -1, -4
37	CN(C)c1ccc(C2/C(=C(/O)c3ccc(Br)cc3)C(=O)C(=O)N2C)cc1 (configuration not stated)
  95, 103, 95, 100, -16, 121, 5, 2
38	CC(=O)c1cccc(NC(=O)N2CCC(c3ccc(C)cc3)C2)c1 (configuration not stated)
  97, 98, 103, 98, 8, 110, 4, 0
39	CN(CC(=O)NCC1CCCCC1)CC(=O)Nc1ccc(F)cc1
  93, 90, 86, 86, -2, 90, 2, -3
40	CCOC(=O)c1ccc(N2CCOCC2)c(NC(=O)COCC(=O)O)c1
  101, 98, 98, 108, 2, 114, 3, -4

Next part:
No. | SMILES | MEP2 TOR yeast | RPL19A-GFP yeast | CIT2 TOR yeast | AGP1-GFP MLPCN | procasp7 counter | LAP4 TOR yeast | AHR activator | procasp3 activ
41 | CC(=O)NCC(=O)OCC(=O)Nc1ccc(C(C)=O)cc1 | 102 | 98 | 100 | 103 | 13 | 104 | 2 | 0
42 | CCN(Cc1nc2cc(Cl)ccc2c(=O)[nH]1)C(=O)COc1ccccc1Cc1ccccc1 | 106 | 100 | 95 | 108 | -2 | 110 | 1 | 2
43 | CN(C)S(=O)(=O)c1cccc(NC(=S)N(CCC#N)Cc2cccnc2)c1 | 103 | 98 | 102 | 107 | 3 | 102 | 0 | 4
44 | COc1cccc(/C=C2\SC(=S)N(CCC(=O)NNC(=O)c3ccccc3OC)C2=O)c1 | 102 | 101 | 102 | 104 | -7 | 97 | 23 | -5
45 | Cc1ccc(S(=O)(=O)Nc2cc(-c3nn(C)c(=O)c4ccccc34)ccc2N2CCOCC2)cc1 | 109 | 107 | 105 | 113 | 9 | 103 | 1 | 2
46 | COC1=CC(=O)CC(C)C12Oc1c(Cl)c(OC)cc(OC)c1C2=O (configuration not stated) | 103 | 105 | 123 | 98 | -9 | 119 | -2 | 8
47 | Cc1ccc(NC(=O)c2ccc3c(SCC(=O)O)c4c(nc3c2)CCCC4)c(Br)c1 | 101 | 98 | 112 | 98 | 0 | 106 | 1 | 8
48 | O=C(CCS(=O)(=O)c1cccs1)Nc1ccc(C(=O)NC2CCCC2)cc1 | 112 | 116 | 107 | 101 | 2 | 101 | 3 | -2
49 | CCOc1cc(/C=C2/NC(=O)NC2=O)cc(Br)c1OCc1ccc(C(=O)O)cc1 | 102 | 94 | 99 | 102 | 9 | 105 | -3 | -3

Screening data (PubChem BioAssay)
